AGP1 TOR yeast: alters AGP1-GFP fluorescence in TOR pathway yeast screen; GFP response vs DMSO, % at 10 µM; AID 2066; hit rate 0.02% among 320,000; S. cerevisiae AGP1-GFP multiplex flow cytometry, 3 h; GFP as percent of DMSO wells;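 active means GFP response relative to DMSO above a set limit, near screen average plus 3 SD, cut at about 150% in these data; inconclusive means fewer than 70 cells counted for the yeast strain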;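 further: median GFP channel fluorescence of the gated AGP1 strain per well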
Efflux pump mplx: inhibitors of Candida antifungal efflux pumps expressed in yeast | hit rate 0.44% among 330,000 | inhibition, % at 10 µM | AID 485275 | S. cerevisiae Candida pump triplex, Nile Red efflux;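 active means plate passing quality check with inhibition over a set limit, or well fluorescence over plate mean plus 4 SD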;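 further: Nile Red retained in pooled yeast measured as flow cytometry median fluorescence; 0% = buffer negative control and 100% = Enniatin B positive control; higher means more Nile Red kept so more efflux inhibition; some compounds called inactive have numbers as strong as hits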
Yeast superoxide: lowers age-related superoxide in aged yeast cells. S. cerevisiae aged cells, superoxide DHE fluorescence; stronger effect = lower value. superoxide response (% of plate mean), % at 10 µM. hit rate 0.18% among 330,000. AID 2690;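 active means superoxide response under a set limit, about three screen SD below normal, cut at about 65% in these data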;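 further: yeast aged for seven days with compound at 30 °C before DHE staining; 100% = average MFI of all compound-treated wells on the plate with controls excluded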
AHR activator: human AHR activation; AHR-responsive luciferase reporter cells, luminescence; AID 2796; P35869; activation, % at 5 µM; hit rate 2.5% among 320,000; in the data active means activation above about 47%;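 further: 0% = vehicle wells and 100% = reference agonist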
Target sequence (P35869 whole entry, looked up): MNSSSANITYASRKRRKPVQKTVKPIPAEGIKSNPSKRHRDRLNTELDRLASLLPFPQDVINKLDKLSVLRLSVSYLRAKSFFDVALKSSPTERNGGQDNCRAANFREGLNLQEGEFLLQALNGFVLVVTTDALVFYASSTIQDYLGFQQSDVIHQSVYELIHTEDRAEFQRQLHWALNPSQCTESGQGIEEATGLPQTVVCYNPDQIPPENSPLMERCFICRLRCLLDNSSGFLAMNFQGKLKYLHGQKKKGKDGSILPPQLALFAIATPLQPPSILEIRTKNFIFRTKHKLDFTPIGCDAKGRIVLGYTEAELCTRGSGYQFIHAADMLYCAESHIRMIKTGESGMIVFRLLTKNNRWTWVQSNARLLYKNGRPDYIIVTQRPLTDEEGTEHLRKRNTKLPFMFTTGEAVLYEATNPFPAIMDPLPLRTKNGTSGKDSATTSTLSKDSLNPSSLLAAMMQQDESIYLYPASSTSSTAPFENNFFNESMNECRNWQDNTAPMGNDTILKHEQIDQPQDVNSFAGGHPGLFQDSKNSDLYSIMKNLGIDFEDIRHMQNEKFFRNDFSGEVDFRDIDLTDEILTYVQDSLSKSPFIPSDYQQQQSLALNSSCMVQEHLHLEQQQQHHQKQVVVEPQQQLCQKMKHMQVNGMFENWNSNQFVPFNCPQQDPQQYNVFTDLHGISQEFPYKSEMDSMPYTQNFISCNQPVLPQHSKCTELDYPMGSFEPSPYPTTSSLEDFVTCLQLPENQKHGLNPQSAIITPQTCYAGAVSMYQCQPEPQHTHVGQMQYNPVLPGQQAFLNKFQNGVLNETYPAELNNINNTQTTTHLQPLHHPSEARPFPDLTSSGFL
CIT2-GFP yeast: alters CIT2-GFP fluorescence in TOR pathway yeast screen | S. cerevisiae CIT2-GFP strain, flow cytometry, 3 h; 100 means same as DMSO wells | GFP response vs DMSO, % at 10 µM | hit rate 0.065% among 320,000 | AID 2029;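 active means GFP response relative to DMSO above a set limit, near the screen mean plus 3 SD, cut at about 150% in these data; inconclusive means Fewer than 70 cells measured for a yeast strain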;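 further: ratio of well median GFP fluorescence to mean of DMSO wells on the plate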
MEP2 TOR yeast: modulators of TOR pathway MEP2-GFP in S. cerevisiae; S. cerevisiae MEP2-GFP strain, flow cytometry GFP, 3 h; 100% = DMSO control level; GFP response vs DMSO, % at 10 µM; hit rate 0.51% among 330,000;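 active means GFP response versus DMSO above a set limit, roughly screen mean plus 3 SD, cut at about 180% in these data; inconclusive means fewer than 70 cells counted for a yeast strain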;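 further: median GFP fluorescence of the barcode-gated MEP2-GFP cells per well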
LAP4 TOR yeast: yeast TOR pathway LAP4-GFP modulation; S. cerevisiae LAP4-GFP multiplex, flow cytometry GFP, 3 h; median GFP as percent of DMSO wells; GFP response vs DMSO, % at 10 µM; hit rate 0.34% among 320,000; AID 2023;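 active means GFP response vs DMSO above a set limit, about the screen mean plus 3 SD, cut at about 150% in these data; inconclusive means under 70 cell events counted for the yeast strain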
RPL19A TOR yeast: modulators of TOR pathway RPL19A-GFP in S. cerevisiae. AID 2025. S. cerevisiae RPL19A-GFP strain, flow cytometry, 3 h; stronger effect = lower value. percent response vs DMSO, % at 10 µM. hit rate 0.3% among 330,000;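 active means percent response vs DMSO below 50%; inconclusive means fewer than 70 events counted for the yeast strain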;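 further: median channel GFP fluorescence of the barcoded RPL19A-GFP strain; ratio of sample median GFP to plate DMSO average so 100% = DMSO; lower means less RPL19A-GFP as with rapamycin TOR inhibition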
* hit, by the source's call; ? = inconclusive; nt = no result given; [ ] = another dose, or the depositor's remark.

SMILES,AGP1 TOR yeast,Efflux pump mplx,Yeast superoxide,AHR activator,CIT2-GFP yeast,MEP2 TOR yeast,LAP4 TOR yeast,RPL19A TOR yeast
CCCC1CCC(=NNS(=O)(=O)c2ccc(C)c([N+](=O)[O-])c2)CC1 (configuration not stated),103,0.2,109,0,97,103,102,100
Cc1ccc(F)c(CNC(=O)C2CCC(=O)N(CCCN3CCCC3=O)C2)c1F (configuration not stated),99,-0.3,111,-1,107,100,99,98
Cc1ccc(S(=O)(=O)NCCC(=O)NCCSc2ccc(Br)cc2)cc1,84,0.2,96,-2,95,106,83,105
COCCN(C(=O)c1ccccc1)c1nc(-c2ccc(OC)cc2)cs1,101,0.0,104,23,107,103,96,103
O=C(NCC(=O)N(c1ccc(Cl)cc1)C(C(=O)NC1CCCC1)c1ccncc1)c1ccco1 (configuration not stated),107,-0.3,120,10,104,105,94,105
O=C(NC12CC3CC(CC(C3)C1)C2)N1CCN(c2ccccc2)CC1,97,-0.1,94,1,104,115,98,99
COC(=O)Cc1ccc(NC(=O)c2ccc3c(c2)C(=O)N(Cc2ccco2)C3=O)cc1,105,0.4,106,-4,94,98,101,94
C/C(=N/NC(=O)CN1CCN(Cc2ccccc2Cl)CC1)c1ccco1,109,0.2,93,-2,98,100,112,96
CC12CCC(=O)N1C(C(=O)N1CCN(S(=O)(=O)c3ccc(Br)cc3Cl)CC1)CS2 (configuration not stated),104,-0.1,100,3,102,99,106,101
COc1ccc(OCC(=O)N/N=C/C=C/c2ccccc2)cc1,96,0.0,77,4,97,89,101,103
Cc1cc(NC(=O)Nc2ccc(F)c(Cl)c2)no1,24[may fluoresce violet],0.0,132,1,?,134[may fluoresce violet],99[may fluoresce violet],75[may fluoresce violet]
N#C/C(=C\c1cccc([N+](=O)[O-])c1)C(=O)Nc1cccnc1,109,0.0,108,4,114,95,105,94
CC(C)N(C(=O)Cn1c(SCC(=O)N2CCN(c3ccccc3)CC2)nc2ccccc21)C(C)C,111,0.0,118,-1,102,104,101,104
CCS(=O)(=O)N1CCN(c2ccccc2F)CC1,98,0.1,100,1,99,102,102,101
O=c1oc(-c2cccnc2)nc2ccccc12,90,0.0,83,3,96,101,107,93
Cc1cccc(OCc2nnc(SCC(=O)Nc3ncc(C)s3)o2)c1,103,0.1,89,3,108,96,100,105
CC(=O)c1ccc(NC(=O)Nc2ccc(S(=O)(=O)N3CCCC3)cc2)cc1,94,0.1,102,nt,100,97,69,111
COc1ccc(-n2c(Cc3cccn3C)nnc2SCC(=O)Nc2ccccc2OC)cc1,102,-0.3,110,2,107,105,97,96
O=C(NNc1ccc(F)cc1F)C1CCC1,101,0.1,96,0,99,96,98,97
O=C(CCNS(=O)(=O)c1cccc(Cl)c1)OCC(=O)N1CCN(C(=O)c2ccco2)CC1,84,0.2,100,3,85,91,88,91
O=C(COc1ccc(S(=O)(=O)N2CCCCC2)cc1)NC1CCCCC1,98,0.3,94,7,96,107,98,98
NNC(=O)CN1C(=O)Nc2ccc(Cl)cc2C1c1ccccc1 (configuration not stated),106,0.0,112,3,108,104,102,103
O=C(c1cc2nc(-c3ccccc3)cc(-c3ccccc3)n2n1)N1CCCC1,81,-0.1,103,10,88,91,84,83
Fc1ccc(-c2nnc(CN3CCN(c4ncc(C(F)(F)F)cc4Cl)CC3)o2)cc1,94,0.2,84,4,91,102,100,99
COc1cc(C(=O)N2CCN(S(=O)(=O)c3ccc(F)cc3)CC2)cc(OC)c1OC,106,0.0,97,1,110,108,103,103
CCOC(=O)[C@@H]1[C@H]2COc3cc(OC)ccc3[C@@H]2N2C(=O)N(c3ccc(Br)cc3)C(=O)[C@@]12C,81,0.0,98,13,70,89,106,94
Cc1ccc(S(=O)(=O)NC2CCCCCC2)cc1C(N)=O,101,0.0,84,-2,103,97,98,102
Cc1ccccc1N(C(=O)CNC(=O)c1ccco1)C(C(=O)NC1CCCCC1)c1ccncc1 (configuration not stated),98,0.6,105,5,92,100,94,100
O=C(CCC(=O)N1CCN(c2ccc(O)cc2)CC1)c1cccs1,101,0.1,90,3,89,99,97,97
O=C(Cn1nnc2ccccc2c1=O)N[C@H](C(=O)O)c1ccccc1,111,0.0,100,2,103,104,114,104
COc1ccc(NC(=O)CN(C)S(=O)(=O)c2ccc3c(c2)CC(C)N3C(C)=O)cc1OC (configuration not stated),98,0.0,98,12,92,102,98,95
CCCCn1c2nc3ccccc3nc2c2c(=O)n(C(C)CC)cnc21 (configuration not stated),nt,-0.1,128,4,115,103,98,106
CCOC(=O)C1CCN(S(=O)(=O)c2cc(Br)cc3c2N(C(C)=O)C(C)C3)CC1 (configuration not stated),103,0.0,101,2,100,103,100,103
COc1ccc(CNC(=O)CCS(=O)(=O)c2ccc3c(c2)NC(=O)CS3)cc1,99,-0.1,103,1,107,94,105,94
O=C(CN(Cc1ccc(Cl)cc1)C(=O)CNS(=O)(=O)c1ccccc1)NCC1CCCO1 (configuration not stated),102,-0.2,86,0,103,96,96,100
COCn1ccnc1C(O)(c1ccc(OC)cc1)c1ccc(OC)cc1,108,-0.3,95,2,112,107,94,112
c1ccc(-c2cnc(SCCN3CCOCC3)n2CC2CCCO2)cc1 (configuration not stated),102,-0.1,102,-1,99,86,90,92
COc1ccc(Cn2c(C)nc([N+](=O)[O-])c2SCC(=O)O)cc1[N+](=O)[O-],96,0.3,86,3,95,106,103,102
O=C(CSc1nnc(-c2ccc(O)cc2)o1)Nc1ccc2c(c1)OCCO2,98,-0.2,94,4,97,97,100,96
O=c1c2c(nc3c(-c4ccccc4)c[nH]n13)CCC2,100,0.0,117,8,99,100,105,97
CC[C@H](C)[C@@H]1NC(=O)c2cc([N+](=O)[O-])cc(F)c2NCCCC[C@@H](C(N)=O)NC(=O)[C@H](CC(N)=O)NC1=O,89,-0.1,102,-1,107,92,119,99
O=C(c1oc(=O)c2ccccc2c1-c1ccccc1)N1CCOCC1,nt,-0.1,104,5,93,99,99,92
Cc1cc(NC(=O)Cc2cn3ccsc3n2)n(-c2ccccc2)n1,114,-0.1,93,1,112,112,105,106
CC1=C(C(=O)Nc2ccccc2)C(c2ccc(C)o2)n2ncnc2N1 (configuration not stated),92,0.0,94,1,93,101,98,93
CC(CCc1ccccc1)NCc1ccncc1 (configuration not stated),95,-0.2,89,4,105,90,98,93
COc1ccc(OC)c(NC(=O)COC(=O)CN(C)S(=O)(=O)c2ccc(C)cc2)c1,97,0.0,115,1,108,89,93,106
CC(=O)c1cccc(NC(=O)c2c(F)c(F)c(F)c(F)c2F)c1,92,-0.2,99,2,93,98,96,87
C=CCN(C(=O)C1CSC2(C)CCC(=O)N12)c1nc(-c2ccccc2)cs1 (configuration not stated),86,0.1,103,6,85,96,103,85
CNc1nc(Nc2ccc(C)c(Cl)c2)c2cnn(C)c2n1,87,0.2,94,37,95,104,87,102
CC(=O)N=c1c(C#N)cc2c(=O)n3ccccc3nc2n1CCCOC(C)C,114,-0.1,113,-3,112,86,110,93

Four entries from above, reformatted.
Cc1ccccc1N(C(=O)CNC(=O)c1ccco1)C(C(=O)NC1CCCCC1)c1ccncc1 (configuration not stated)
  AGP1 TOR yeast: 98 | Efflux pump mplx: 0.6 | Yeast superoxide: 105 | AHR activator: 5 | CIT2-GFP yeast: 92 | MEP2 TOR yeast: 100 | LAP4 TOR yeast: 94 | RPL19A TOR yeast: 100
O=C(CCC(=O)N1CCN(c2ccc(O)cc2)CC1)c1cccs1
  AGP1 TOR yeast: 101 | Efflux pump mplx: 0.1 | Yeast superoxide: 90 | AHR activator: 3 | CIT2-GFP yeast: 89 | MEP2 TOR yeast: 99 | LAP4 TOR yeast: 97 | RPL19A TOR yeast: 97
O=C(Cn1nnc2ccccc2c1=O)N[C@H](C(=O)O)c1ccccc1
  AGP1 TOR yeast: 111 | Efflux pump mplx: 0.0 | Yeast superoxide: 100 | AHR activator: 2 | CIT2-GFP yeast: 103 | MEP2 TOR yeast: 104 | LAP4 TOR yeast: 114 | RPL19A TOR yeast: 104
COc1ccc(NC(=O)CN(C)S(=O)(=O)c2ccc3c(c2)CC(C)N3C(C)=O)cc1OC (configuration not stated)
  AGP1 TOR yeast: 98 | Efflux pump mplx: 0.0 | Yeast superoxide: 98 | AHR activator: 12 | CIT2-GFP yeast: 92 | MEP2 TOR yeast: 102 | LAP4 TOR yeast: 98 | RPL19A TOR yeast: 95

(list continues)
SMILES,AGP1 TOR yeast,Efflux pump mplx,Yeast superoxide,AHR activator,CIT2-GFP yeast,MEP2 TOR yeast,LAP4 TOR yeast,RPL19A TOR yeast
COc1ccc(CCNC(=O)CN(CCc2ccccc2)S(C)(=O)=O)cc1OC,98,0.0,96,5,105,101,96,94
COCc1c(C(=O)OC)nnn1-c1ccc(C(F)(F)F)cc1[N+](=O)[O-],101,-0.1,105,-2,97,100,108,101
CCOC(=O)C(=O)Cc1nc2ccccc2s1,97,0.3,103,13,89,104,114,98
CCOC(=O)CCCSc1nnc(CCCCCN2C(=O)c3cccc4cccc(c34)C2=O)o1,102,-0.1,96,44,96,103,96,104
COCc1cc(Sc2c(Cl)cccc2Cl)nc(-c2ccccc2)n1,102,-0.1,89,13,110,105,110,97
O=C(c1cnc(N2CCN(c3ncccn3)CC2)c2ccccc12)N1CCN(c2ccccn2)CC1,104,0.0,94,-1,106,97,99,102
CC1CC(C)CN(CC(=O)c2cccs2)C1 (configuration not stated),99,0.0,83,0,105,100,104,99

2 of these compounds in a different format:
structure: COCc1c(C(=O)OC)nnn1-c1ccc(C(F)(F)F)cc1[N+](=O)[O-]
  AGP1 TOR yeast = 101
  Efflux pump mplx = -0.1
  Yeast superoxide = 105
  AHR activator = -2
  CIT2-GFP yeast = 97
  MEP2 TOR yeast = 100
  LAP4 TOR yeast = 108
  RPL19A TOR yeast = 101
structure: CCOC(=O)C(=O)Cc1nc2ccccc2s1
  AGP1 TOR yeast = 97
  Efflux pump mplx = 0.3
  Yeast superoxide = 103
  AHR activator = 13
  CIT2-GFP yeast = 89
  MEP2 TOR yeast = 104
  LAP4 TOR yeast = 114
  RPL19A TOR yeast = 98

Source: PubChem
